# Compound activity from PubChem.
# MmCpn inh: blocks the Methanococcus maripaludis chaperonin Mm-Cpn; purified Mm-Cpn ATPase, ADP Transcreener TR-FRET; Potency, µM (doses to about 76.9 µM), for the others: at the highest dose activity, negative = inhibition, hits mostly inhibitors; hit rate 0.031% among 330,000; AID 504842; further: potency means the concentration at half of the fitted maximal effect; on the % scale 0 is the no-effect control and ±100 the full control effect; nearly all actives have a fitted effect of over 80% in size
#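 TR-FRET (320 nm excitation; 590 and 665 nm emission) reports ADP made from 10 uM ATP by 25 nM enzyme; compounds were preincubated 10 min, reaction run 30 min, both at 37°C.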
# EPAC2 agonist: EPAC2 (human) agonism. Q8WZA2. EPAC2 activation, biochemical qHTS; response scale: 100% = 6.5 mM cAMP response. Potency, µM (doses to about 154 µM), for inactives: top-dose activation, most hits filed as activators. hit rate 0.079% among 360,000; further: potency means the concentration at half of the fitted maximal effect; nearly all actives have a fitted effect of over 50% in size
#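 Setup: EPAC2 100 nM, labeled Rap1B complex 250 nM, free GDP 50 uM. Compound titrations pinned in, brief spin, 5 min room temperature incubation. Kinetic fluorescence read over 30 min, normalized to 6.5 mM cAMP.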
# Akt phos inh: Akt phosphorylation inhibition | activity change, % for hits at 50 µM | hit rate 0.32% among 360,000 | Neuro2A IGF-stimulated pAkt S473 HTRF, 20 min; stronger effect = lower value; in the data active means activity change below about -80%; inconclusive means mostly about -51% to -80%; further: on the % scale 0 is the no-effect control and ±100 the full control effect
#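 Neuro2A cells (4,500/well, DMEM with 0.5% FBS) were treated with compound at a single 50 µM final concentration, stimulated with 6 nM IGF for 20 min at 37 °C, and lysed. Phospho-Akt Ser473 was read by HTRF as 665/615 ratio ×10^4.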
# CCT chaperon mod: modulators of cytosolic chaperonin (CCT/TRiC) activity; hit rate 0.3% among 360,000; activity change, % (test concentration not listed), hits read low; purified chaperonin ATPase assay, HTRF ADP detection, 30 min; in the data active means activity change below about -30%; further: on the % scale 0 is the no-effect control and ±100 the full control effect
#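 We incubate TRiC, 40 or 20 nM final, with library compounds at 76 uM and 10 uM ATP for 30 min at 37 °C. ADP formed is detected with Transcreener HTRF reagents after 30 min at room temperature.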
# DRD3 antagonist: D3 dopamine receptor (human) antagonism; P35462; D3R cells, DiscoveRx beta-arrestin luminescence, antagonist mode; stronger effect = lower value; max response, negative = inhibition, %; hit rate 2.5% among 360,000; in the data active means max response below about -50%; inconclusive means no clear call, values can overlap the other calls; further: on the % scale 0 is the no-effect control and ±100 the full control effect; mostly tested at two doses, the higher about 12 µM
# Target sequence (P35462 whole entry, looked up): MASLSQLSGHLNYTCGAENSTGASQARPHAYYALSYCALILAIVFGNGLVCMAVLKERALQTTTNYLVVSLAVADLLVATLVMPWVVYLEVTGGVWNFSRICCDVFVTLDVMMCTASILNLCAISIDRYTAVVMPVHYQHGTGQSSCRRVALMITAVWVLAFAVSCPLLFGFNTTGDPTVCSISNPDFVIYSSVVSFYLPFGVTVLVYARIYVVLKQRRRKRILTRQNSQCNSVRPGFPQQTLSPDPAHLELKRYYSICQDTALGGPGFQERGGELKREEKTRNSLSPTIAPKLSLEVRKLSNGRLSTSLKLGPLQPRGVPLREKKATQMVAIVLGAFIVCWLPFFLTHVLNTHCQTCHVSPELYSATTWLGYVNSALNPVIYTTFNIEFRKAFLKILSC
#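 Cells expressing the human receptor were seeded at 1500 cells/well, incubated overnight at 37 degrees C in 5% CO2, then exposed to library compounds with dopamine controls for 90 minutes at 37 degrees C before luminescent detection.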
# PTHR1 ag: activates the human parathyroid hormone receptor PTHR1 | Q03431 | HEK293 GP2 PTHR1 cells, GloSensor cAMP luminescence, 1 h | Potency, µM (series often up to 115 µM), without a hit: at the top dose activation, hits mostly activators | hit rate 0.075% among 410,000; further: potency means the concentration at half of the fitted maximal effect; nearly all actives have a fitted effect of over 55% in size; some results filed as inactive show a strong effect at the top dose; inactives centre near -15; many of its hits are not listed in these tables
# Target sequence (Q03431 whole entry, looked up): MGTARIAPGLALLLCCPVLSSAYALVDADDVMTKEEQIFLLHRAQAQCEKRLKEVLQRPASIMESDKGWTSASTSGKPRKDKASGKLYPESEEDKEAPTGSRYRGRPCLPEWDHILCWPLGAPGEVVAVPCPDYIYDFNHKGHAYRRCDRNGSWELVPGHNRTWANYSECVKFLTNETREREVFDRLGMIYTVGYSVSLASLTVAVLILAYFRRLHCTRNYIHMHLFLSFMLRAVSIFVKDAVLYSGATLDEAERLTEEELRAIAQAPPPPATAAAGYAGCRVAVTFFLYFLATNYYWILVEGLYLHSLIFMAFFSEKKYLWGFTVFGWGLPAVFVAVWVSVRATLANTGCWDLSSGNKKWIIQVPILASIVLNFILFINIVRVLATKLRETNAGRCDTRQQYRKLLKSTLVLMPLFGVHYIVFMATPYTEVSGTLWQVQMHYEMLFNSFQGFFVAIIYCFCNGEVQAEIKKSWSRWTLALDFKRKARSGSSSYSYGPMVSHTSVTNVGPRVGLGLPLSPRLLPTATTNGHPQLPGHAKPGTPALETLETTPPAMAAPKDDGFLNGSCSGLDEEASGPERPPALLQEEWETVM
#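 HEK-293-derived GP2 cells expressing PTHR1 and a GloSensor cAMP reporter, 3,000/well, plated overnight, given luciferin plus IBMX (each 0.5 mM as added) for 1 h at 37 °C, then compound for 1 h at 37 °C. Luminescence was read after 15 min at room temperature.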
# EPAC2 antagonist: blocks human EPAC2 exchange factor; AID 720708; hit rate 0.18% among 360,000; EPAC2 GEF exchange of Rap1B-BODIPY-GDP, fluorescence; Potency, µM (top dose mostly 114 µM), inactives show top-dose activity, negative = inhibition, usual class: inhibitors; Q8WZA2; further: potency means the concentration at half of the fitted maximal effect; on the % scale 0 is the no-effect control and ±100 the full control effect; nearly all actives have a fitted effect of over 45% in size; many of its hits are not listed in these tables
# DRD3 agonist: activates the human D3 dopamine receptor; D3R DiscoveRx beta-arrestin cells, luminescence, 90 min; hit rate 0.58% among 410,000; max activation, %; AID 652048; in the data active means max activation above about 30%; further: 0% is about no effect; mostly tested at two doses, the higher about 12 µM
#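 Agonist-mode cell screen: cells plated at 1500/well and incubated overnight at 37 °C, then exposed to library compounds for 90 min at 37 °C. Detection reagent was added for 30–60 min at room temperature, and luminescence was read.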
# Numbers without * were called inactive; i = inactive; u = inconclusive; x = no result given; & = joins results of further samples; [ ] = dose if it differs, or a comment. Unless noted, the call rests on the fitted dose curve; in most records, active means well fitted curve in the direction sought with a large enough effect; inconclusive means small, poorly fitted or top-dose-only effect, or another doubt; inactive means no such curve, though single readings can be large; an effect the other way counts as inactive or inconclusive. This is a subset; count on the stated rates, not on these rows.
SMILES,MmCpn inh,EPAC2 agonist,Akt phos inh,CCT chaperon mod,DRD3 antagonist,PTHR1 ag,EPAC2 antagonist,DRD3 agonist
COc1cc(OC)cc(C(=O)NCCCN2CCOCC2)c1,-2%,4%,-120%*,0.1,4,i,-3%,4
COc1cccc(NC(=O)Cn2cnc3sc(C)c(S(=O)(=O)N4CCN(C)CC4)c3c2=O)c1,0%,-1%,i,-2.6,0,i,-3%,3
COc1ccc(N2CCN(C(=O)CNS(=O)(=O)c3ccc(Br)s3)CC2)cc1,0%,7%,i,1.8,5,i,-11%,-2&0
COc1ccc(-n2c(SCC(=O)N3CCCCC3C)nnc2-c2cccnc2)cc1 (centres undefined),-1%,-3%,i,0.1,-12,i,16%,1
O=C(CCN1CCN(CC(=O)Nc2ccccc2Cl)CC1)Nc1ccccc1F,0%,5%,i,0.8,-18,i,-12%,-18
NC(=O)CSc1nc2c(c(=O)n1-c1ccccc1)C1(CCCCC1)Cc1ccccc1-2,-5%,14%,i,-1.3,-13,-22%,-6%,-4
Cc1nn(C(C)C(=O)NC2CCCCCC2)c(=O)c2nn(-c3ccccc3)c(C)c12 (centres undefined),2%,6%,i,-2.1,-3,-19%,-9%,-7
Cc1cc(C)n(CCC(=O)N2CCc3ccccc32)n1,-1%,9%,i,0.9,-8,i,7%,-3
COc1ccc2oc(=O)c(C(=O)NCC3CCCO3)cc2c1 (centres undefined),-8%,0%,i,-1.7,-1,-13%[57.5 µM],4%,-1
O=C(Nc1ccc(OC(F)(F)F)cc1)C1CC(c2ccc(F)cc2)=NO1 (centres undefined),-6%,-4%,i,-2.4,5,-20%,4%,6
O=C(Nc1cccc2ccccc12)N1CCN(c2ccc(F)cc2)CC1,-1%,5%,u,3.3,-9,-23%[57.5 µM],-4%[57.1 µM],-3
O=C(NC(=S)Nc1cccc(Cl)c1N1CCOCC1)c1cccs1,1%,13%,i,-3.5,33,-14%,-2%,-1
COC(=O)CSc1nc(-c2ccccc2)nc2ccc(F)cc12,-9%,11%,x,-2.4,-14,i,-3%,-3
CC(=O)c1cccc(CN2CCC(C(=O)Nc3cccc(-c4ccn[nH]4)c3)CC2)c1,-2%,5%,i,-1.3,0,-24%,-14%,-35
Cc1ccn2c(=O)nc(SCC(=O)NCCc3ccccc3)nc2c1,1%,3%,i,-0.7,2,i,17%,4
COc1ccc2nc(NC(=O)CCNS(=O)(=O)c3ccc4c(c3)oc(=O)n4C)sc2c1,3%,0%,i,-0.3,-2,-9%,3%,-1
O=C(O)c1n[nH]c2c1CCCC2,2%,-9%,i,-0.1,2,-3%[57.5 µM],10%,-3
CCOc1ccc(NC(=O)CN(C)C(=O)c2c(C)nn(Cc3ccccc3Cl)c2C)cc1OCC,x,4%,i,0.9,-8,-16%,-6%,2
O=C(O)CCCN1C(=O)C2C3CCC(O3)C2C1=O (centres undefined),2%,17%,i,-0.7,14,i,-2%,1
Fc1ccc2c(c1)Sc1ccc(Cl)cc1CC2N1CCN(CCC2OCCO2)CC1 (centres undefined),x,22%,i,-0.7,-93*,-2%,-10%,-11
O=C(CN(C(=O)c1cc2c(s1)CCC2)C1CCCC1)NCc1cccs1,-2%,13%,i,0.7,u,i,3%,0
Cc1cc(NC(=O)CSc2ccccc2)no1,0%,3%,i,0.8,-24,i,18%,-7
Cc1ccc(-c2c(C#N)c(N)n(-c3ccccc3)c(=O)c2C#N)cc1,-3%,1%,i,1.9,-22,i,2%,6
CN(C)c1ccc(CNc2nc(-c3ccccc3)nn2S(C)(=O)=O)cc1,2%,7%,i,1.2,16,i,0%,0
C/C(=N\NC(=S)NC1CCCCC1)c1ccc(C#N)cc1,-1%,9%,i,1.1,19,i,1%,-4

# Full records from above:
# `Fc1ccc2c(c1)Sc1ccc(Cl)cc1CC2N1CCN(CCC2OCCO2)CC1` (centres undefined) is listed as MmCpn inh = x; EPAC2 agonist = 22%; Akt phos inh = i; CCT chaperon mod = -0.7; DRD3 antagonist = -93*; PTHR1 ag = -2%; EPAC2 antagonist = -10%; DRD3 agonist = -11
# `O=C(O)c1n[nH]c2c1CCCC2` is listed as MmCpn inh = 2%; EPAC2 agonist = -9%; Akt phos inh = i; CCT chaperon mod = -0.1; DRD3 antagonist = 2; PTHR1 ag = -3%[57.5 µM]; EPAC2 antagonist = 10%; DRD3 agonist = -3
# `NC(=O)CSc1nc2c(c(=O)n1-c1ccccc1)C1(CCCCC1)Cc1ccccc1-2` is listed as MmCpn inh = -5%; EPAC2 agonist = 14%; Akt phos inh = i; CCT chaperon mod = -1.3; DRD3 antagonist = -13; PTHR1 ag = -22%; EPAC2 antagonist = -6%; DRD3 agonist = -4

# The list goes on:
SMILES,MmCpn inh,EPAC2 agonist,Akt phos inh,CCT chaperon mod,DRD3 antagonist,PTHR1 ag,EPAC2 antagonist,DRD3 agonist
O=C(NC1CCCC1)c1cc(-c2ccc(Cl)c(Cl)c2)on1,-5%,6%,i,-0.5,18,-25%,-2%,18
CN(C)S(=O)(=O)c1ccc(N2CCCC2)c(C(=O)NCC2CCCCC2)c1,0%,2%,i,-1.0,-3,-7%,7%,-1
O=C(c1cccc(C(F)(F)F)c1)N1CCCC1,-5%,4%,i,0.8,18,i,15%,2
O=C(NNC(=O)C(c1ccccc1)c1ccccc1)c1cccs1,-1%,-2%,i,-0.2,4,-6%,0%,-5
O=C(Cn1c(=O)c2cccn2c2cccnc21)N1CCN(c2ccccc2F)CC1,1%,-9%,i,-1.2,-7,-15%,12%,7
O=C(c1sccc1Cl)N1CCN(Cc2ccc3c(c2)OCO3)CC1,2%,5%,i,-3.5,-5,-17%,7%,-20
Nc1ccc(C(=O)Nc2cccc(NC(=O)c3ccc(N)cc3)c2)cc1,-1%,-6%,i,-1.1,14,-40%[inhibitor],-25%,2
CCOc1ccc(/C=N/n2cc(-c3ccccc3)[nH]c2=S)cc1,-1%,-1%,i,-13,-28,i,0%,1
COc1cc(C#N)ccc1OCC(=O)N1CCc2ccccc2C1,-1%,13%,i,-2.2,-28,i,-1%,-3
COc1cc(N)c(Cl)cc1C(=O)OCC(=O)NC1CCCC1,1%,9%,i,-0.7,-5,i,3%,6
Cc1ccc(CNC(=O)c2cccc(-n3cnnn3)c2)cc1,-22%,6%,i,2.5,5,i,9%,-1
COc1cc(C2=NOC(C(=O)Nc3ccc(C(C)=O)cc3)C2)cc(OC)c1OC (centres undefined),0%,23%,i,-24,3,-4%[57.5 µM],-13%,-3
COc1ccccc1NS(=O)(=O)c1cccc(NC(=O)c2sc3ccccc3c2Cl)c1,u,11%,i,-1.0,6,-18%,2%,1
CCOC(=O)N1CCC(NC(=O)C2CCN(c3ccc(N4CCOCC4)nn3)CC2)CC1,-1%,-3%,i,-1.5,6,-2%[57.5 µM],2%,9
CC(=O)NC1C(OCc2ccccc2)OC(COC(C)=O)C(OC(C)=O)C1OC(C)=O (centres undefined),-2%,6%,i,0.1,-51*,i,7%,-2
O=C(NCCCO)c1cc2c([nH]c3ccccc32)c(-c2ccc(F)cc2)n1,-4%,4%,i,0.8,16,-25%,9%,-11
Cc1ccc(S(=O)(=O)N(CC(=O)Nc2ccccc2C(=O)O)c2ccc(Cl)cc2)cc1,-1%,-6%,i,-0.9,0,-12%,-6%,-10
O=C(CC1SCCNC1=O)Nc1ccc(F)c(Cl)c1 (centres undefined),1%,16%,i,-1.7,-1,i,8%,-8
FC(F)(F)c1cc(Cl)c2nc(-c3ccco3)c(Cc3ccccc3C(F)(F)F)n2c1,x,-9%,i,0.5,-30,-63%[inhibitor],7%,-10
COc1ccc(OC)c(NC(=O)CCn2c(=S)[nH]c3ccccc3c2=O)c1,-10%,-5%,i,-0.7,1,-29%,0%,-2
CCN(Cc1ccccc1)C(=O)COC(=O)CNS(=O)(=O)c1ccc(C)cc1,-1%,4%,i,0.5,6,-28%,9%,3
Cc1cc(C)nc(SCCN2CCCCC2)n1,x,13%,i,-0.3,-13,i,-7%,-9
Cc1ccc(Nc2cc(=O)[nH]c(=O)[nH]2)c(C)c1,4%,4%,i,-1.3,5,-9%,6%,-7
O=S(=O)(/C=C/c1ccccc1)N1CCN(c2nc(-c3cccnc3)nc3ccccc23)CC1,2%,13%,i,1.4,-5,i,-2%,11
CCOc1ccccc1N(CC(=O)NC1CCCC1)C(=O)CNC(=O)c1cccs1,2%,0%,i,2.0,16,i,-5%,4

# Structures shown so far with a cyano group (three):
SMILES,MmCpn inh,EPAC2 agonist,Akt phos inh,CCT chaperon mod,DRD3 antagonist,PTHR1 ag,EPAC2 antagonist,DRD3 agonist
Cc1ccc(-c2c(C#N)c(N)n(-c3ccccc3)c(=O)c2C#N)cc1,-3%,1%,i,1.9,-22,i,2%,6
C/C(=N\NC(=S)NC1CCCCC1)c1ccc(C#N)cc1,-1%,9%,i,1.1,19,i,1%,-4
COc1cc(C#N)ccc1OCC(=O)N1CCc2ccccc2C1,-1%,13%,i,-2.2,-28,i,-1%,-3

# The list continues:
SMILES,MmCpn inh,EPAC2 agonist,Akt phos inh,CCT chaperon mod,DRD3 antagonist,PTHR1 ag,EPAC2 antagonist,DRD3 agonist
O=C(NCc1ccc(Cl)cc1)C(=O)c1c[nH]c2ccccc12,-4%,-4%,i,0.9,2,-30%,-2%,-6
CC(=O)NCCc1cc2ccc(C)cc2[nH]c1=O,0%,1%,i,-1.1,38,-4%,0%,1
Cc1noc(C)c1C(=O)OCC(=O)Nc1ncc(Cl)c(C)c1Cl,1%,-6%,i,0.3,4,-11%,-5%,-5
Cc1cc(N=Nc2ccccc2C(=O)O)c(C)c(C)c1O,-1%,-12%,i,-1.7,u,-16%,u,-12
N#C/C(=C\c1c(F)cccc1Cl)S(=O)(=O)c1ccccn1,-1%,14%,i,0.1,8,-25%,-1%,-3
O=S1(=O)N=C(Nc2ccc(O)c(CN3CCCCC3)c2)c2ccccc21,0%,1%,i,-0.4,0,-18%[57.5 µM],4%,-8
COc1ccc(-c2csc(N(CCc3ccc(OC)c(OC)c3)C(=O)COc3ccccc3)n2)cc1,u,7%,i,-4.5,36,i,6%,20
CC(=O)Nc1cnc(-c2ccccc2C(C)=O)cn1,x,-5%,i,-0.6,3,i,-8%,5
CCOC(=O)c1c(NC(=O)CSc2nnc(-c3ccc(Cl)cc3)o2)sc2c1CCC2,x,1%,i,2.2,0,-14%,6%,-16
CC(C)C(=O)NN(C(=O)c1ccccc1)c1ccccc1,0%,8%,i,0.9,5,i,7%,7
O=C(Nc1cccc(-c2cscn2)c1)C1CCN(Cc2ccc(CO)o2)CC1,2%,8%,x,-0.2,3,i,-10%,0
